EP2 mod = EP2 receptor (human) modulation; EP2-expressing cells, cAMP HTRF FRET, PGE2 co-stimulation; induction, % at 25 µM; 260,000 tested, 0.83% active; AID 940;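 active = compounds whose cAMP rise, as percent of the full-agonist control response, exceeds 60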;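 note: rat C6 glioma line stably carrying human EP2 under a CMV promoter; the protocol text gives 20 µM as final concentration; 100% = response of wells given 1 µM PGE2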
S1P4 ag = agonists of human S1P4 receptor. O95977. S1P4-expressing cell line, agonist reporter assay. activation, % at 4.98 µM. 220,000 tested, 0.35% active; in the data active = activation above about 11%;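 note: 0% = DMSO vehicle and 100% = reference agonist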
NPY-Y1 antag = NPY-Y1 (human) receptor antagonism; P25929; HEK293-CNG Y1 cells, membrane potential fluorescence; NPY at EC95, then isoproterenol; inhibition, % at 3.6 µM; 200,000 tested, 1% active;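 active = inhibition above the campaign mean inhibition of all tested compounds plus 3 SD, cut at about 20% in these data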;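 note: 0% = DMSO wells given NPY plus isoproterenol and 100% = isoproterenol alone without NPY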
Target sequence (P25929 whole entry, looked up): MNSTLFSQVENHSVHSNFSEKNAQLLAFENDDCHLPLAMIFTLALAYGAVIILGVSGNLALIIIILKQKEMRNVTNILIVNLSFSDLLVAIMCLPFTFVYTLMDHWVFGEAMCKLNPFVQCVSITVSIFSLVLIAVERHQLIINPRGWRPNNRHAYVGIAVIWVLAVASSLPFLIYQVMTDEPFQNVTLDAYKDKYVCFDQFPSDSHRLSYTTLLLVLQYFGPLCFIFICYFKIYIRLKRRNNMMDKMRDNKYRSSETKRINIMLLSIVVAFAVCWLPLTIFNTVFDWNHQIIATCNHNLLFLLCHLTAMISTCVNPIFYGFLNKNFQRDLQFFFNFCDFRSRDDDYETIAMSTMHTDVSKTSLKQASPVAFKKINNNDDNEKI
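Assay system: HEK293 cells with Y1 receptor plus CNG channel | Probe or stimulus: NPY (25 nM), isoproterenol (1 µM), Ro 20-1724 (25 µM) | Timing: Compound incubation 1 h at room temperature, readout 45 min post-stimulation | Measured by: Membrane-potential fluorescent dye readout | Benchmarks: High control isoproterenol alone, low control NPY with isoproterenol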
S1P4 antagonist = antagonists of human S1P4 receptor; 220,000 tested, 0.26% active; S1P4-expressing cells, antagonist mode, reporter read-out; inhibition, % at 4.98 µM; in the data active = inhibition above about 29%;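 note: 0% = wells stimulated with agonist and 100% = vehicle wells without agonist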
TRPN1 ag = zebrafish TRPN1 (NompC) channel agonism; HEK293 zebrafish TRPN1-YFP, Fluo-8 calcium fluorescence; 100% = response to 87 µM carbachol; activation, % at 3 µM; 220,000 tested, 0.18% active; AID 1424;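 active = activation above its plate's cutoff, the mean activation of test wells on that plate plus 3 SD, cut at about 19% in these data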;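 note: 0% = DMSO alone and 100% = 87 µM carbachol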
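Material: zebrafish TRPN1-YFP in HEK293 cells; Doses: single test compound dose, 3 µM nominal, 0.3% DMSO; Timing: dye loading 1 h at 37 °C, then 30 min room temperature; Technique: intracellular calcium fluorescence with Fluo-8; Benchmarks: high carbachol 87 µM, low DMSO alone.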
NPY-Y2 PAM-ag = potentiators or agonists of human neuropeptide Y receptor Y2; P49146; activation, % at 3.6 µM; 220,000 tested, 0.45% active; AID 1359; cells expressing NPY-Y2, potentiator/agonist read-out; in the data active = activation above about 27%;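 note: cells stimulated with NPY near EC25 plus isoproterenol at EC100; 0% = vehicle plus submaximal agonist and 100% = vehicle plus saturating agonist; some results beyond the cut were filed as inactive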
NPY-Y1 PAM-ag = human NPY-Y1 potentiation or agonism, primary screen | NPY-Y1 expressing cells, potentiator/agonist activation | activation, % at 3.6 µM | 220,000 tested, 0.37% active | AID 1304; in the data active = activation above about 33%, passing the limit was not always enough;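 note: cells stimulated with NPY at EC10 then isoproterenol at EC100; 0% = low agonist plus stimulus and 100% = saturating agonist plus stimulus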
CHOP inh = CHOP inhibition in unfolded protein response. CHO-K1 CHOP-promoter luciferase, tunicamycin-induced, 15-18 h. 220,000 tested, 3.8% active. inhibition, % at 10 µM;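 active = compounds that reduced the stress-induced luciferase reporter signal by more than about 70% of percent inhibition, limit read from the data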;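 note: 0% = tunicamycin plus vehicle and 100% = wells without tunicamycin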
TRPML3 agonist = activates the human TRPML3 channel; Q8TDD5; HEK293 TRPML3-YFP, Fluo-8 calcium fluorescence; 100% = the carbachol control signal; activation, % at 3 µM; 220,000 tested, 0.29% active; AID 1448;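 active = activation above its plate's cutoff, the mean activation of the plate's test wells plus 3 SD, cut at about 12% in these data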;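 note: 0% = DMSO only wells and 100% = carbachol wells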
Target sequence (Q8TDD5 whole entry, looked up): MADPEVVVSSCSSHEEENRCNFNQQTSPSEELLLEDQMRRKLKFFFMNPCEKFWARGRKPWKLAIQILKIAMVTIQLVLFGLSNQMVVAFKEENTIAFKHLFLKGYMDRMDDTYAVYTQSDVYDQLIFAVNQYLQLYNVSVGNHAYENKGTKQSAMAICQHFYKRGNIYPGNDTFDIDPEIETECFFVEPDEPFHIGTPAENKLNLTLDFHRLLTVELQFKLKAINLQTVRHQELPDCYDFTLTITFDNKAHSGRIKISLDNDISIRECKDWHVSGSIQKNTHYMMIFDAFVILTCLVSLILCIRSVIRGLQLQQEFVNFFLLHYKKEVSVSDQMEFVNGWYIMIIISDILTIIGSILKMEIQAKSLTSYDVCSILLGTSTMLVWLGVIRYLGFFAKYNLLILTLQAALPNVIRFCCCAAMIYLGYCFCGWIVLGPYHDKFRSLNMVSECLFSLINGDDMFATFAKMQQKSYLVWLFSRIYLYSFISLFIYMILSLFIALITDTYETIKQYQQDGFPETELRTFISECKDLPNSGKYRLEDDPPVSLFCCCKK
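Test system – HEK293 line with stable expression of human TRPML3-YFP channel · Control set – carbachol 87 µM final as high control (100%), DMSO as low control (0%) · Signal – Fluo-8 calcium dye fluorescence, ex 470-495, em 515-575 nm · Incubation – 1-h 37 °C dye load, 5-s basal, 120-s post-compound reads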
An asterisk follows results filed as active; x = not tested or not shown; & = joins results of further samples.

Every second line gives: EP2 mod	S1P4 ag	NPY-Y1 antag	S1P4 antagonist	TRPN1 ag	NPY-Y2 PAM-ag	NPY-Y1 PAM-ag	CHOP inh	TRPML3 agonist
- N=c1sccn1CC(=O)Nc1ccccc1Sc1ccccc1
→ -29	-1.2	6	-1	0.7	-9	-19	1	0.7
- O=C(N/N=C/c1ccc2ncccc2c1)c1ccco1
→ -45	2.9	-1	-2	1.1	5	-5	19	0.7
- O=C1N(Cc2cccc(Cl)c2)C[C@@H]2C[C@@H](c3ccc4nonc4c3)N3CCC[C@@]123
→ 17	-0.1	24*	14	-1.8	-16	-5	9	0.6
- N#CCOc1ccc(C2=NO[C@@H]3[C@@H]4C[C@@H]([C@H]5C(=O)N(c6ccc7c(c6)OCO7)C(=O)[C@@H]45)[C@H]23)cc1
→ 5	0.1	9	13	-0.1	4	-32	7	1.2
- COc1ccc(/C=C(\C#N)C(=O)Nc2cc(C)c(Cl)cc2OC)cc1O
→ 5	1.6	x	-10	2.4	-3	-5	36	0.6
- Cn1c(=O)cc(NCc2ccccc2)[nH]c1=O
→ -11	-1.5	4	-21	-1.2	13	8	-10	0.9
- O=C(NNC(=S)NC1CCCCC1)c1sc2ccccc2c1Cl
→ -69	2.1	15	-14	-3.1	-10	10	17	0.3
- CN(C)c1ccc(C(CNC(=O)c2ccccc2)c2c[nH]c3ccccc23)cc1 (stereo not given)
→ 57	0.0	-1	-7	-0.9	24	22	26	-0.9
- CCOc1cccc(-c2nnc3sc(COc4ccc(C)cc4)nn23)c1
→ 26	0.1	11	-17	1.4	-8	-6	70*	0.8
- COc1ccc(/C(C)=N/NC(=O)c2ccc(CSc3cccc4cccnc34)cc2)cc1OC
→ -52	0.7	-1	-10	0.9	-13	-30	5	0.5
- CCOC(=O)C(C)n1cnc2c(cnn2-c2ccc(Cl)cc2)c1=O (stereo not given)
→ 0	1.6	0	-11	2.1	-11	0	51	1.2
- NC(=O)C1CCN(CCCNC2CC(=O)N(Cc3ccc(N4CCCC4=O)cc3)C2=O)CC1 (stereo not given)
→ x	-1.8	-1	-11	0.6	-15	-2	x	-0.6
- Fc1ccc(NC(=S)NC23CN4CN(CN(C4)C2)C3)cc1
→ 13	-1.9	-3	-14	2.6	-9	-15	-1	0.9
- Cc1cccc(C(=O)Oc2ccccc2-c2nnco2)c1
→ 15	-0.6	-4	-14	-0.3	9	10	42	0.3
- Cc1noc(C)c1CSc1nnc2c(C)cc3ccccc3n12
→ x	-0.8	-5	-31	0.0	-6	-6	x	0.5
- Cn1c(=O)c2c(ncn2CC(=O)Nc2nnc(Cc3ccccc3)s2)n(C)c1=O
→ 46	0.1	3	-13	1.8	-4	-10	33	-0.1
- CN(N)c1nc2ccccc2nc1C(F)(F)F
→ -2	-0.9	5	-9	-0.2	-5	-18	3	0.8
- COc1ccc(-c2nc(N3CCOCC3)nc3n[nH]c(N)c23)cc1
→ -1	2.5	4	-26	1.2	4	4	50	0.1
- c1ccc(NCn2cncn2)nc1
→ 5	2.4	0	3	0.5	-10	0	4	1.2
- O=C(CCc1nnc(CCCCc2ccccc2)o1)NCCc1cccnc1
→ -3	-0.4	-4	-18	0.7	12	-7	25	0.5
- CCCS(=O)(=O)N1CCCC(C(=O)NCCN2CCCCC2C)C1 (stereo not given)
→ x	0.3	7	-4	1.0	10	22	x	-0.5
- O=[N+]([O-])c1cccc(S(=O)(=O)Nc2ccc(Cc3ccncc3)cc2)c1
→ 0	-0.7	x	-3	5.6	0	6	7	1.6
- CCOc1ccc(S(=O)(=O)Nc2ccc(C(=O)NN)cc2)cc1
→ 6	0.9	x	-1	1.0	2	18	-1	-0.2
- COc1ccc2c(c1)N(C(=O)CSc1n[nH]c(C)n1)C(C)(C)C=C2C
→ 24	2.4	-3	-20	-0.2	-4	-5	20	-1.1
- O=C(Cn1cc(C(F)(F)F)cc(Cl)c1=O)Nc1cccc(Cl)c1
→ -5	-0.1	4	-15	-0.7	2	-13	-9	0.2
- Cn1c(-c2csc(-c3cccc(C(F)(F)F)c3)n2)n[nH]c1=S
→ 40	-0.9	5	8	-0.8	-5	17	38	0.1
- COCCCNC(=O)C(CC(N)=O)NC(=O)OCc1ccccc1 (stereo not given)
→ -1	-0.2	x	4	-0.2	4	12	-6	0.3
- Cc1sc(NC(=O)CSc2nnc(COc3ccccc3)n2C)c(C#N)c1C
→ 6&34	-2.1	11	-3	-1.3	-1	-26	56	0.4
- Cc1ccc(OCCn2c(CCNC(=O)C(C)C)nc3ccccc32)cc1
→ -11	1.8	4	-4	-1.5	-7	-7	-4	-0.1
- O=C(Nc1ccc(Cn2cccn2)cc1)c1ccc(COc2cccc(Br)c2)cc1
→ -47	1.2	4	-2	-0.5	5	1	67	-0.4
- O=C(NCc1ccco1)C(c1ccco1)N(C(=O)Cn1nnc2ccccc21)c1ccc2c(c1)CCC2 (stereo not given)
→ x	-0.5	7	7	-2.0	6	-9	x	-1.2
- O=C(CSc1ccc(-c2ccccn2)nn1)N1CCc2ccccc21
→ -20	0.7	1	-7	1.2	10	8	9	1.1
- Cc1ccccc1C(=O)N/N=C/c1ccccn1
→ 8	0.4	7	-8	1.8	-3	0	-8	0.8
- Cc1ccc(S(=O)(=O)Nc2ccc(S(=O)(=O)Nc3ncccn3)cc2)cc1
→ 8&34	1.8	0	-5	1.8	-16	-14	11	0.8
- O=C(COc1cccnc1[N+](=O)[O-])Nc1ccc(Cl)c(S(=O)(=O)N2CCOCC2)c1
→ -26	-0.2	x	4	4.3	-5	6	9	1.3
- O=C(N/N=C\c1ccccc1)c1sccc1-n1cccc1
→ -1	1.6	1	9	-0.3	-3	14	8	0.3
- CC(C)[C@H](Nc1ccc(S(=O)(=O)N2CCOCC2)cc1[N+](=O)[O-])C(=O)OCC(N)=O
→ 18	0.1	1	-21	0.0	3	-2	24	0.9
- O=C1CSC(c2cccc(F)c2)N1c1ccccc1F (stereo not given)
→ 7	1.4	3	-7	-1.6	-6	1	6	-0.9
- CCn1ncc([N+](=O)[O-])c1C(=O)n1nc(C)cc1C
→ -10	-0.5	5	-13	-1.0	5	3	-9	0.4
- CCN(CC)CC(O)COc1ccc2c(c1)c(C(C)=O)c(C)n2-c1ccccc1 (stereo not given)
→ -12	4.5	17	-10	0.6	-35	-69	34	1.6
- Cc1cc(C)cc(N(CC(=O)N/N=C/c2ccncc2)S(=O)(=O)c2ccccc2)c1
→ 3	-0.6	-5	-15	-1.3	15	18	17	-0.2
- COc1cc(/C=N/NC(=O)c2ccc(O)cc2)ccc1OCC(=O)N1CC(C)OC(C)C1 (stereo not given)
→ 22	0.5	x	2	0.8	-4	11	-17	0.8
- CC(=O)N1Cc2cc([N+](=O)[O-])ccc2Oc2ccccc21
→ -32	1.3	-1	5	0.3	11	-12	4	0.0
- COc1ccc2cc(/C(C)=N/NC(=O)C3CC3)ccc2c1
→ -9	2.1	0	-5	0.0	13	1	18	0.3
- O=c1sc2ccccc2n1COc1ccc(Cl)cc1
→ 35	-2.4	1	-34	-1.6	-16	-33	31	-0.6
- CC(=O)Nc1ccc(NC(=O)c2cccc(C(=O)OC(C)C)n2)cc1
→ -22	1.5	-2	-11	0.1	-9	15	18	0.5
- C/C(=N\N1CCN(Cc2ccccc2Cl)CC1)c1ccc(F)cc1
→ 40	1.0	x	-8	1.1	5	-17	46	0.7
- C=CCNC(=O)/C(=C/c1cccc([N+](=O)[O-])c1)NC(=O)c1ccco1
→ 18	1.0	2	-12	0.0	-9	5	43	0.6
- COc1ccc(NC(=O)c2cc(C3CC3)on2)c(OC)c1
→ 0	0.3	2	-21	0.8	-2	6	-36	-0.2
- Cc1cc(Nc2cccc(F)c2)n2ncnc2n1
→ 12	1.2	1	1	-0.2	7	-23	-9	0.8
- O=C(O)c1c2c(nc3ccccc13)CCCCC2
→ 7	-0.5	7	-12	0.0	-1	-11	-10	0.7
- COc1ccc2cc(C3(C)NC(=O)NC3=O)ccc2c1 (stereo not given)
→ -5	1.4	-7	6	0.2	8	68*	15	0.4
- O=C(O)CNC1=NCCCCC1
→ -5	0.2	2	-6	0.5	14	-3	-1	-0.4
- CC1CN(c2oc(COc3ccc(Cl)cc3Cl)nc2C#N)CC(C)O1 (stereo not given)
→ 0	-1.5	29*	9	-0.8	-2	-17	21	0.4
- CCNC(=S)Nc1cccc(Cl)c1C
→ -6	-0.8	-2	-9	0.1	0	-17	43	0.1
- Cc1ccccc1Nc1nc(N)nc(COC(=O)c2ccccc2)n1
→ -12	0.4	-6	-4	-1.4	-3	-1	45	-0.1
- O=C(Nc1nc2c(s1)CCCC2)c1cccnc1
→ 0	-1.1	8	-12	0.6	-18	-1	-13	1.0
- CSCCC(NC(=O)c1ccccc1C)C(=O)O (stereo not given)
→ -10	1.3	-3	-14	1.5	2	1	-6	1.1
- CN(C)S(=O)(=O)c1cccn1-c1ncc(C(F)(F)F)cc1Cl
→ -5	-1.0	1	8	-0.4	-1	-16	17	1.1
- CC(C)CCN1CCN(Cc2ccoc2)CC1CCO (stereo not given)
→ 10	2.5	x	-8	0.7	1	10	7	1.1

Next section (2 carried over from the part before).
Every second line gives: EP2 mod	S1P4 ag	NPY-Y1 antag	S1P4 antagonist	TRPN1 ag	NPY-Y2 PAM-ag	NPY-Y1 PAM-ag	CHOP inh	TRPML3 agonist
- CN(C)S(=O)(=O)c1cccn1-c1ncc(C(F)(F)F)cc1Cl
→ -5	-1.0	1	8	-0.4	-1	-16	17	1.1
- CC(C)CCN1CCN(Cc2ccoc2)CC1CCO (stereo not given)
→ 10	2.5	x	-8	0.7	1	10	7	1.1
- Cc1ccccc1OCC(O)CN(CCO)Cc1ccccc1 (stereo not given)
→ -21	-0.8	0	0	-0.7	-1	-11	4	0.3
- O=C1CC(=O)CC(c2ccco2)C1
→ 7	1.4	3	2	0.5	2	-18	16	0.1
- CC(C)Cc1nnc(NC(=O)CSc2nc(N)cc(=O)[nH]2)s1
→ 36	-1.6	-1	6	1.4	-8	2	16	1.4
- COc1cccc(/C=N/NC(=S)NC2CC3CC2C2C=CCC32)c1O (stereo not given)
→ 1	1.5	x	3	2.4	-30	1	43	-0.1
- O=C(COc1ncnc2ccccc12)NCCCN1CCCC1=O
→ 24	0.0	1	2	1.5	12	0	16	0.5
- CCc1ccccc1NC(=O)N[C@H](C(=O)O)C(C)C
→ 15	1.5	-3	-9	-0.1	6	9	-6	0.4
- CS(=O)(=O)N(CC(=O)N1CCC(C(N)=O)CC1)C1CCCCC1
→ -10	2.5	-2	-18	1.6	1	13	-8	0.1
- COc1ccc(C2OC(=O)Cc3cc(OC)c(OC)cc32)cc1 (stereo not given)
→ -7	2.7	-1	-14	-0.1	1	-1	13	0.8
- COc1cccc(N2CC34C=CC(O3)C(C(=O)O)C4C2=O)c1 (stereo not given)
→ 13&-23	1.0	4	-5	1.8	-17	-9	-3	0.8
- CCN1CCc2c(OCC(=O)N3N=C(c4cccs4)CC3c3ccc(F)cc3)cccc2C1=O (stereo not given)
→ 42	0.4	1	-8	-0.8	0	-5	14	0.0
